Assay outcomes as filed in PubChem.
NPC1 promoter act: qHTS Assay for NPC1 Promoter Activators | hit rate 2.4% among 320,000 | AID 485313, 2010 | Huh7 NPC1 promoter luciferase reporter, 24 h | Potency, µM (series often up to 9.22 µM), for the others: at the top dose activation, hits mostly activators;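 further: potency means the concentration at half of the fitted maximal effect; % of control where 0% means no effect; nearly all actives have a fitted effect of over 60% in size; reporter is driven by a mutant NPC1 promoter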
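Luminescence read-out of NPC1 promoter-driven luciferase in stably transfected Huh7 cells; compounds delivered in DMSO and left 24 h at 37C, 5% CO2, qHTS titration format.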
FLuc modulator: qHTS profiling assay for firefly luciferase inhibitor/activator using purifed enzyme and Km concentrations of substrates (counterscreen for miR-21 project); Luciferin 4-monooxygenase (Photinus pyralis), P08659; purified FLuc, Km substrates, luminescence inhibition; Potency, µM (titrated, usually from 57.5 µM), for inactives: top-dose activity change, negative = inhibition, actives largely listed as inhibitors; hit rate 6.9% among 360,000;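 further: potency means the concentration at half of the fitted maximal effect; plate controls were vehicle for no effect and reference inhibitor for full effect; nearly all actives have a fitted effect of over 55% in size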
Target sequence (P08659 whole entry, looked up): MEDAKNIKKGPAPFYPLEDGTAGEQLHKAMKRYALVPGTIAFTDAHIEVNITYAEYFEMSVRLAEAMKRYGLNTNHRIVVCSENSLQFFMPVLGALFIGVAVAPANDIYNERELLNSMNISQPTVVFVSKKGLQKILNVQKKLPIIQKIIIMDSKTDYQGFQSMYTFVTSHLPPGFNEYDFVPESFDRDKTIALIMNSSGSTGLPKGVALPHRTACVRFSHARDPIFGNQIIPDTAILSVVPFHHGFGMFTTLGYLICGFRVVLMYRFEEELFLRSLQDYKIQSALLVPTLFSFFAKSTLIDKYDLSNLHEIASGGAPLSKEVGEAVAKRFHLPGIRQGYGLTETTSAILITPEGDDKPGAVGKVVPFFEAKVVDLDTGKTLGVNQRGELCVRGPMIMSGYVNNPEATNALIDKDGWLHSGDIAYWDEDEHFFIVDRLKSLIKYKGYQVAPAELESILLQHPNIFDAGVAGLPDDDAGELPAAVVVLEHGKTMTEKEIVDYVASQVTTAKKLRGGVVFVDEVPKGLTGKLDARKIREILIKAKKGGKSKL
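Purified P. pyralis luciferase, 10 nM final, with Km-level 10 uM D-luciferin and 10 uM ATP in 50 mM Tris acetate pH 7.5, 10 mM Mg acetate, 0.01% Tween-20, 0.05% BSA; 6-point qHTS titration about 60 µM downward; luminescence read.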
Rab9 prom act: qHTS Assay for Rab9 Promoter Activators; Huh7 Rab9 promoter-luciferase reporter, luminescence, 24 h; Potency, µM (top dose mostly 9.22 µM), for inactives: at the highest dose activation, negative = inhibition, hits mostly activators; hit rate 2.8% among 320,000; further: potency means the concentration at half of the fitted maximal effect; % of control where 0% means no effect; nearly all actives have a fitted effect of over 60% in size
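Luminescence read-out: Huh7 cells stably expressing Rab9-luciferase, treated 24 h with compound at 37 °C, then lysed with luciferase reagent for 10 min at ambient before reading.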
Gal4-VP16 FLuc: VP16 counterscreen qHTS for inhibitors of ROR gamma transcriptional activity | Drosophila S2 Gal4-VP16 UAS-luciferase, luminescence, 20 h | AID 2546, 2010 | hit rate 3.5% among 310,000 | Potency, µM (top dose mostly 53.6 µM), for the others: at the top dose activity, negative = inhibition, hits mostly inhibitors;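 further: Gal4-VP16 expression switched on by copper sulfate through the metallothionein promoter; potency means the concentration at half of the fitted maximal effect; on the % scale 0 is the no-effect control and ±100 the full control effect; nearly all actives have a fitted effect of over 50% in size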
Menin MLL FP TR: qHTS Assay for Inhibitors Targeting the Menin-MLL Interaction in MLL Related Leukemias: Competition With Texas Red Labeled MLL-derived Mutant Peptide | Menin + Texas Red MLL mutant peptide, fluorescence polarization | Potency, µM (doses to about 61.6 µM), without a hit: top-dose FP activity change, negative = inhibition, most hits filed as inhibitors | O00255 | hit rate 0.23% among 270,000; active means well fitted inhibition curve with a large enough effect in the polarisation, with a control signal flat, not every such curve was filed as active; inconclusive means small, poorly fitted or top-dose-only effect, or effect the other way, or a change in a side signal; inactive means no such curve, though single readings can be large or run the other way; the % refers to the polarisation; further: potency means the concentration at half of the fitted maximal effect; % of control where 0% means no effect; many of its hits are not listed in these tables
MBNL1 CUG block: qHTS Assay for Inhibitors of MBNL1-poly(CUG) RNA binding | TR-FRET MBNL1-His/biotin-(CUG)12 binding, 665/545 ratio | Muscleblind-like protein 1 (Homo sapiens), Q9NR56 | Potency, µM (top dose mostly 57.5 µM), inactives show at the highest dose activity change, negative = inhibition, usual class: inhibitors | hit rate 0.036% among 280,000; active means well fitted inhibition curve with a large enough effect in the signal ratio, with a control signal flat, not every such curve was filed as active; inconclusive means small, poorly fitted or top-dose-only effect, or effect the other way, or a change in a side signal; inactive means no such curve, though single readings can be large or run the other way; the % refers to the signal ratio; further: potency means the concentration at half of the fitted maximal effect; on the % scale 0 is the no-effect control and ±100 the full control effect
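His-tagged MBNL1 binding to biotinylated (CUG)12 RNA was measured by TR-FRET using terbium anti-His antibody (0.055 ng/ul final) and streptavidin-XL665 (5 nM final). Compounds were titrated 92 nM to 58 uM; 60 min at room temperature.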
RORg inh: qHTS for inhibitors of ROR gamma transcriptional activity | Nuclear receptor ROR-gamma (Mus musculus), P51450 | Drosophila S2 Gal4-RORgamma UAS-luciferase reporter, 20 h | Potency, µM (series often up to 53.6 µM), without a hit: at the top dose activity change, negative = inhibition, hits mostly inhibitors | hit rate 5.4% among 310,000 | AID 2551, 2010; further: potency means the concentration at half of the fitted maximal effect; on the % scale 0 is the no-effect control and ±100 the full control effect; nearly all actives have a fitted effect of over 60% in size
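Stably transfected Drosophila Schneider cells are the test system, with ROR gamma fused to Gal4 and luciferase under UAS control; luminescence is read after 20 hr of 700 uM copper sulfate induction at ambient temperature.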
KCNH2 3.1 block: qHTS for Inhibitors of KCHN2 3.1: Mutant qHTS; activity change, % (tested at about 1.8 µM); hit rate 0.95% among 340,000; U2OS KCNH2 3.1, thallium flux FluxOr; hits give low values; Potassium voltage-gated channel subfamily H member 2, brain isoform KCNH2 3.1 (human);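 active means maximum activity change below -70%; inconclusive means maximum activity change from -70% to -50%; inactive means maximum activity change above -50%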;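 further: thallium influx rate constant from kinetic fluorescence after stimulation buffer; on the % scale 0 is the no-effect control and ±100 the full control effect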
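Channel expression came from 3.1 mutant virus (1.77 x 10^8 /mL) applied to suspended U2OS cells for 4 h. Flux was tracked with FluxOr dye plus Red40 quencher, and kinetic rate constants normalized to controls.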
ELG1 repair inh: qHTS screen for small molecules that inhibit ELG1-dependent DNA repair in human embryonic kidney (HEK293T) cells expressing luciferase-tagged ELG1 | Potency, µM (doses to about 46.1 µM), without a hit: top-dose activity change, negative = inhibition, most hits filed as inhibitors | hit rate 2.3% among 330,000 | HEK293T ELG1-luciferase reporter, luminescence, 16 h; DNA damage induced by 5-fluorouridine; further: potency means the concentration at half of the fitted maximal effect; on the % scale 0 is the no-effect control and ±100 the full control effect; nearly all actives have a fitted effect of over 55% in size
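HEK293T cells expressing luciferase-tagged ELG1 (2,000/well) received 5-Fluorouridine plus compound or DMSO for 16 hr at 37 °C. Luciferase was read by ONE-Glo luminescence after 30 min at room temperature.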
Mito fusion yeast: qHTS Assay for Small Molecule Inhibitors of Mitochondrial Division or Activators of Mitochondrial Fusion; S. cerevisiae fusion-defective mutant growth rescue, CellTiterGlo 48 h; Potency, µM (doses to about 46.1 µM), for the others: top-dose growth rescue (activation), actives largely listed as activators; hit rate 0.23% among 320,000; AID 485298, 2010;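 further: potency means the concentration at half of the fitted maximal effect; % of control where 0% means no effect; nearly all actives have a fitted effect of over 45% in size; temperature-sensitive fusion mutants such as fzo1-1 at 37 °C on non-fermentable ethanol glycerol medium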
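Compounds are tested for their ability to restore growth of mitochondrial fusion-defective yeast strains at non-permissive 37C in YPEG medium over 48 hours. Viability is quantified by luciferase luminescence.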
PKM2 activator: qHTS Assay for Activators of Human Muscle isoform 2 Pyruvate Kinase | purified PKM2, Kinase-Glo ATP luminescence, activation; response scale: 0% is enzyme alone, no compound | Potency, µM (series often up to 57.5 µM), inactives show top-dose activation, usual class: activators | hit rate 0.34% among 260,000; further: potency means the concentration at half of the fitted maximal effect; on the % scale 0 is the no-effect control and ±100 the full control effect; nearly all actives have a fitted effect of over 55% in size
Target sequence (P14618 whole entry, looked up, canonical isoform): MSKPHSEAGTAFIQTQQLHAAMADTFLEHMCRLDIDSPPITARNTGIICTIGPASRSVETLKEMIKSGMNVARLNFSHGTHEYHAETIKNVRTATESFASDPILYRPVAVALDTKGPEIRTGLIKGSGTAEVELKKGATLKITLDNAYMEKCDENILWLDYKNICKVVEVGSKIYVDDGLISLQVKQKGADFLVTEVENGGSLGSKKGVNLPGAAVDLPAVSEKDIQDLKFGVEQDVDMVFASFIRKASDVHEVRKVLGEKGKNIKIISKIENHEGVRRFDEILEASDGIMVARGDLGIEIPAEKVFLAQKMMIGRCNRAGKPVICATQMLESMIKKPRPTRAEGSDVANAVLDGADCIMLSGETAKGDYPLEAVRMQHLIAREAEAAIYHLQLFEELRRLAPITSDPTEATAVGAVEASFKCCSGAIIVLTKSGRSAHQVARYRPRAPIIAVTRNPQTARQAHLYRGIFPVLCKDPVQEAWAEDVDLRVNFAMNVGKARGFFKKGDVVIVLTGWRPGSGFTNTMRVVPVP
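Kinase-Glo luminescence reports ATP generated from ADP (0.1 mM) and PEP (0.5 mM) by purified hPK-M2 after 1 h at room temperature, pH 7.2 imidazole buffer; intermediate enzyme activity allows detecting inhibitors and activators.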
* = called active by the depositor; [ ] = another dose, or the depositor's remark. Unless noted, the call rests on the fitted dose curve; in most records, active means well fitted curve in the direction sought with a large enough effect; inconclusive means small, poorly fitted or top-dose-only effect, or another doubt; inactive means no such curve, though single readings can be large; an effect the other way counts as inactive or inconclusive. A portion of the library, so the mix of outcomes need not match the whole.

`CC(=O)N(CC(=O)Nc1sc(C)c(C)c1C(N)=O)Cc1ccccc1` gave NPC1 promoter act 0%, FLuc modulator 0%, Rab9 prom act -1%, Gal4-VP16 FLuc 4%, Menin MLL FP TR -13%, MBNL1 CUG block 0%, RORg inh 5%, KCNH2 3.1 block 0, ELG1 repair inh 1%, Mito fusion yeast 7% and PKM2 activator 3%.
Screening CC(=O)Nc1ccccc1OC(=O)N1CCOCC1 returned NPC1 promoter act 2%, FLuc modulator 8%, Rab9 prom act 1%, Gal4-VP16 FLuc 1%, Menin MLL FP TR 13%, MBNL1 CUG block -3%, RORg inh -37%, KCNH2 3.1 block 2, ELG1 repair inh 4%, Mito fusion yeast 0% and PKM2 activator -3%.
`O=C(c1cccc(C(=O)N2CCN(c3ncccn3)CC2)c1)N1CCN(c2ncccn2)CC1` gave NPC1 promoter act -10%, FLuc modulator -1%, Rab9 prom act -7%, Gal4-VP16 FLuc -12%, Menin MLL FP TR 14%, MBNL1 CUG block 6%, RORg inh 0%, KCNH2 3.1 block 19, ELG1 repair inh -9%, Mito fusion yeast 0% and PKM2 activator -1%.
`O=C1Cc2ccccc2Sc2ccc(Cl)cc21` gave NPC1 promoter act -3%, FLuc modulator 0%, Rab9 prom act 1%, Gal4-VP16 FLuc -3%, Menin MLL FP TR 25%, MBNL1 CUG block 70%[activator], RORg inh 10%, KCNH2 3.1 block -9, ELG1 repair inh 12%, Mito fusion yeast 0% and PKM2 activator 0%.
For COc1ccc(C(=O)c2ccc([N+](=O)[O-])cc2)cc1S(=O)(=O)N1CCC(C(=O)O)CC1 the results were NPC1 promoter act 1%, FLuc modulator 2%, Rab9 prom act 2%, Gal4-VP16 FLuc -16%, Menin MLL FP TR 5%, MBNL1 CUG block inconclusive, RORg inh -35%, KCNH2 3.1 block -19, ELG1 repair inh -7%, Mito fusion yeast 4% and PKM2 activator -1%[11.5 µM].
`CCN1CCc2nc3ccccc3c(C(=O)Nc3ccc(F)cc3)c2C1` gave NPC1 promoter act -5%, FLuc modulator -3%, Rab9 prom act 2%, Gal4-VP16 FLuc -7%, MBNL1 CUG block -3%, RORg inh 25%, KCNH2 3.1 block -83*, ELG1 repair inh -2%, Mito fusion yeast -4% and PKM2 activator 1%.
`O=C(Nc1ccc(N2CCOCC2)c(Cl)c1)C1CCCCC1` gave NPC1 promoter act 18%, FLuc modulator inconclusive, Rab9 prom act 13%, Gal4-VP16 FLuc 0%, Menin MLL FP TR -10%, MBNL1 CUG block -10%, RORg inh 1%, KCNH2 3.1 block -21, ELG1 repair inh 21µM*, Mito fusion yeast 4% and PKM2 activator 8%.
`CCCCCCCCC(=O)N1CCN(c2cc3c(cc2F)c(=O)c(C(=O)O)cn3CC)CC1` gave NPC1 promoter act -5%, FLuc modulator 1%, Rab9 prom act -1%, Gal4-VP16 FLuc -2%, Menin MLL FP TR inconclusive, MBNL1 CUG block -2%, RORg inh 18%, KCNH2 3.1 block -6, ELG1 repair inh 7% and Mito fusion yeast 2%.
For CCCCN(C)CCCNC(=O)c1ccc2c(c1)NC(=O)C(N1CCOCC1)S2 (stereo unspecified) the results were NPC1 promoter act -3%, FLuc modulator 0%, Rab9 prom act 3%, Gal4-VP16 FLuc 0%, Menin MLL FP TR 16%, MBNL1 CUG block -2%, RORg inh 28%, KCNH2 3.1 block 4, ELG1 repair inh 16%, Mito fusion yeast 0% and PKM2 activator 6%.
Screening CCOC(=O)C1CCN(C(=O)Cn2nc(C)n3cccc3c2=O)CC1 returned NPC1 promoter act -8%, FLuc modulator -2%, Rab9 prom act 0%, Gal4-VP16 FLuc 6%, MBNL1 CUG block -1%, RORg inh 9%, KCNH2 3.1 block -5, ELG1 repair inh inconclusive and Mito fusion yeast -1%.
`COc1ccc(CCNC(=O)CCc2cc(OC)c(OC)c(OC)c2)cc1` gave NPC1 promoter act -1%, FLuc modulator 0%, Rab9 prom act -1%, Gal4-VP16 FLuc 1%, Menin MLL FP TR inconclusive, MBNL1 CUG block -2%, RORg inh 6%, KCNH2 3.1 block 7, ELG1 repair inh 3% and Mito fusion yeast 8%.
For O=C(c1cc(-c2ccc(F)cc2)on1)N1CCCc2ccccc21 the results were NPC1 promoter act 22%, FLuc modulator 11µM*, Rab9 prom act inconclusive, Gal4-VP16 FLuc -12%[10 µM], Menin MLL FP TR -8%, MBNL1 CUG block -2%, RORg inh inconclusive, KCNH2 3.1 block 14, ELG1 repair inh inconclusive, Mito fusion yeast 10% and PKM2 activator 1%.
`Cc1nc2ccccn2c1C(=O)NCC(C)C` gave NPC1 promoter act -10%, FLuc modulator 6%, Rab9 prom act -3%, Gal4-VP16 FLuc 6%, Menin MLL FP TR 2%, MBNL1 CUG block -16%[11.5 µM], RORg inh -20%, KCNH2 3.1 block -4, ELG1 repair inh -12%, Mito fusion yeast -33%[inhibitor] and PKM2 activator 4%.
Screening CCOc1ccccc1NC(=O)C(C)N1C(=O)c2ccccc2S1(=O)=O (stereo unspecified) returned NPC1 promoter act 0%, FLuc modulator 1%, Rab9 prom act -2%, KCNH2 3.1 block 2, ELG1 repair inh inconclusive and Mito fusion yeast -14%.
`COc1cccc(Oc2ccc(N)cn2)c1` gave NPC1 promoter act 1%, FLuc modulator -16%, Rab9 prom act 9%, Gal4-VP16 FLuc -7%, Menin MLL FP TR 15%, MBNL1 CUG block 15%, RORg inh -6%, KCNH2 3.1 block -1, ELG1 repair inh 15%, Mito fusion yeast 8% and PKM2 activator -8%.
CC(C)CC(=O)NC1(C(F)(F)F)C(=O)Nc2c1c(=O)[nH]c(=O)n2Cc1ccco1 (stereo unspecified) was read as NPC1 promoter act -2%, FLuc modulator 0%, Rab9 prom act 0%, Gal4-VP16 FLuc 2%, Menin MLL FP TR 4%, MBNL1 CUG block 0%, RORg inh 19%[10 µM], ELG1 repair inh 7%, Mito fusion yeast 2% and PKM2 activator 4%.
For CNC(=O)N(C1=NCC(C)(C)S1)c1ccc(F)c(Cl)c1 the results were NPC1 promoter act 2%, FLuc modulator 8%, Rab9 prom act 1%, Gal4-VP16 FLuc 8%, Menin MLL FP TR -12%, MBNL1 CUG block -8%, RORg inh 3%, KCNH2 3.1 block -10, ELG1 repair inh -7%, Mito fusion yeast 5% and PKM2 activator 7%.
`Cc1cc(Br)c(NC(=O)CN(C)CCOc2ccccc2)c(Br)c1` gave NPC1 promoter act inconclusive, FLuc modulator inconclusive, Rab9 prom act 9%, Gal4-VP16 FLuc 8%, Menin MLL FP TR inconclusive, MBNL1 CUG block -5%, RORg inh 15%, KCNH2 3.1 block -28, ELG1 repair inh -7%, Mito fusion yeast 6% and PKM2 activator -1%.
Screening O=C(O)/C=C/C(=O)N1CCN(S(=O)(=O)c2cccc(C(F)(F)F)c2)CC1 returned NPC1 promoter act 0%, FLuc modulator -1%, Rab9 prom act 0%, Gal4-VP16 FLuc -5%, Menin MLL FP TR 13%, MBNL1 CUG block -6%, RORg inh -5%, KCNH2 3.1 block 22, ELG1 repair inh -5%, Mito fusion yeast -1% and PKM2 activator 0%.
Screening CC(=O)c1ccc(OCCCC(=O)NNC(=O)c2ccccn2)cc1 returned NPC1 promoter act -5%, FLuc modulator 5%, Rab9 prom act -10%, KCNH2 3.1 block -1, ELG1 repair inh -3% and Mito fusion yeast -2%.
